# Source: PubChem (National Center for Advancing Translational Sciences (NCATS))
# MLL CXXC-DNA inh: qHTS Fluorescence Polarization Assay for Inhibitors of MLL CXXC domain - DNA interaction. Histone-lysine N-methyltransferase 2A (Homo sapiens), Q03164. MLL-CXXC / FITC-HOXA9 DNA fluorescence polarization. Potency, µM (top dose mostly 115 µM), for inactives: at the top dose activity change, negative = inhibition, hits mostly inhibitors. hit rate 0.037% among 290,000. AID 2662, 2010; active means well fitted inhibition curve with a large enough effect in the polarisation, with a control signal flat, not every such curve was filed as active; inconclusive means small, poorly fitted or top-dose-only effect, or effect the other way, or a change in a side signal; inactive means no such curve, though single readings can be large or run the other way; the % refers to the polarisation; further: potency means the concentration at half of the fitted maximal effect
#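 Fluorescence polarization: 7 uM MLL-CXXC (stock) preincubated 5 min with compounds, then 50 nM fluorescein-HOX-A9 DNA (stock) added; 30 min ambient. Buffer 50 mM Tris-HCl pH 7.5, 50 mM NaCl, 1 mM DTT, 0.05% BSA.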
# AT treatment: qHTS Assay for Identifying a Potential Treatment of Ataxia-Telangiectasia. […] A-T fibroblasts, KAP-1 phosphorylation AlphaLISA; neocarzinostatin DNA damage 30 min before lysis. Potency, µM (top dose mostly 57.5 µM), inactives show top-dose activation, usual class: activators. hit rate 0.19% among 320,000. AID 485349, 2010; further: potency means the concentration at half of the fitted maximal effect; % of control where 0% means no effect; nearly all actives have a fitted effect of over 45% in size
#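 ATM-like activity read as KAP-1 phosphorylation via AlphaLISA donor/acceptor antibody pairs after lysis and 6 hr at 25C. Cells were ATM-null patient fibroblasts ([…], hTERT), dosed 60 min, then exposed to the DSB inducer NCS for 30 min.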
# Integrin act MD: qHTS for Activators of Integrin-Mediated Alleviation for Muscular Dystrophy; AID 624291, 2012; alpha7betagal myoblasts, beta-gal FDG fluorescence, 48 h; hit rate 0.064% among 350,000; Potency, µM (doses to about 38.3 µM), for the others: at the top dose activation, actives largely listed as activators;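 further: potency means the concentration at half of the fitted maximal effect; 100% = response of the positive control SU9516; nearly all actives have a fitted effect of over 60% in size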
#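 alpha7betagal+/- myoblasts (passage 13, 250/well) treated 48 h at 37C with compounds at 1:260 dilution of DMSO stock. Lysed, then beta-galactosidase activity read as FDG fluorescence (ex 480/em 540) after 30 min, with pre-read for autofluorescence.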
# TSG101-PTAP inh: qHTS Assay for Iinhibitors of HIV-1 Budding by Blocking the Interaction of PTAP/TSG101. Potency, µM (titrated, usually from 115 µM), for the others: top-dose activity change, negative = inhibition, usual class: inhibitors. Fluorescence polarization, FITC-PTAP peptide / Tsg101 binding. Tumor susceptibility gene 101 protein (Homo sapiens), Q99816. 340,000 tested, under 10 active. AID 493005, 2010; active means well fitted inhibition curve with a large enough effect in the main read-out, with a control signal flat, not every such curve was filed as active; inconclusive means small, poorly fitted or top-dose-only effect, or effect the other way, or a change in a side signal; inactive means no such curve, though single readings can be large or run the other way; further: potency means the concentration at half of the fitted maximal effect; % of control where 0% means no effect
# Target sequence (Q99816 whole entry, looked up): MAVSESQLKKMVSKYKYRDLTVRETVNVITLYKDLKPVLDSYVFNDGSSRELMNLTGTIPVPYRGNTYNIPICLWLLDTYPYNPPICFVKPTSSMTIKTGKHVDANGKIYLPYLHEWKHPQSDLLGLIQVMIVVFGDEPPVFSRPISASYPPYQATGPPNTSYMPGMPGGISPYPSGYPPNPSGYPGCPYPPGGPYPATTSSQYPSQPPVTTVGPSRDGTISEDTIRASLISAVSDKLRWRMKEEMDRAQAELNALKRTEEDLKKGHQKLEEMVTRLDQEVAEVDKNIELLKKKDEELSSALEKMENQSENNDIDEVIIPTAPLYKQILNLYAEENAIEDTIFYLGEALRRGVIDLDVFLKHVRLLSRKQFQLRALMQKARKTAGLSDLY
#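 Compounds were pin-transferred onto Tsg101 binding domain (10 uM final) in HEPES pH 7.5 buffer, then FITC-PTAP peptide was added at 50 nM final. After 20 min at RT, polarization reported peptide displacement across a qHTS concentration series.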
# TCR activator: Activators of T cell receptors: qHTS campaign. primary human leukocytes, anti-CD3, IL-2 HTRF, 48 h. 330,000 tested, under 10 active. Potency, µM (series often up to 9.22 µM), for inactives: top-dose activation of IL-2 secretion, most hits filed as activators. AID 504894, 2011; further: % of control where 0% means no effect
#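 HTRF read-out of IL-2 secretion: europium cryptate donor excited at 320nm, d2 acceptor emission at 665nm. Cells were primary human leukocytes incubated 48 hr with compounds and a-CD3 beads, supplying TCR signal only.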
# MBNL1 CUG block: qHTS Assay for Inhibitors of MBNL1-poly(CUG) RNA binding; Potency, µM (doses to about 57.5 µM), without a hit: at the top dose activity change, negative = inhibition, usual class: inhibitors; TR-FRET MBNL1-His/biotin-(CUG)12 binding, 665/545 ratio; Muscleblind-like protein 1 (Homo sapiens), Q9NR56; hit rate 0.036% among 280,000; AID 2675, 2010; active means well fitted inhibition curve with a large enough effect in the signal ratio, with a control signal flat, not every such curve was filed as active; inconclusive means small, poorly fitted or top-dose-only effect, or effect the other way, or a change in a side signal; inactive means no such curve, though single readings can be large or run the other way; the % refers to the signal ratio; further: potency means the concentration at half of the fitted maximal effect; on the % scale 0 is the no-effect control and ±100 the full control effect
#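 Compounds (final 92 nM to 58 uM) are added to His-tagged MBNL1 and biotin-(CUG)12, then terbium anti-His antibody and streptavidin-XL665 (5 nM final). After 60 min at room temperature, the 665/545 nm ratio is read.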
# Mito fusion act: qHTS Assay for Small Molecule Inhibitors of Mitochondrial Division or Activators of Mitochondrial Fusion | S. cerevisiae fusion-defective mutant growth rescue, CellTiterGlo 48 h | Potency, µM (series often up to 46.1 µM), for the others: at the top dose growth rescue (activation), actives largely listed as activators | hit rate 0.23% among 320,000 | AID 485298, 2010;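 further: potency means the concentration at half of the fitted maximal effect; % of control where 0% means no effect; nearly all actives have a fitted effect of over 45% in size; temperature-sensitive fusion mutants such as fzo1-1 at 37 °C on non-fermentable ethanol glycerol medium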
#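 Luminescent cell viability in 1536-well qHTS format served as the measure of rescued growth in ts fusion-mutant S. cerevisiae cultured on non-fermentable YPEG for 48 hours at 37C.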
# S-ASM inh: Inhibitors of Secretory Acid Sphingomyelinase (S-ASM): qHTS | Potency, µM (titrated, usually from 57.5 µM), inactives show at the top dose activity change, negative = inhibition, hits mostly inhibitors | Sphingomyelin phosphodiesterase (Homo sapiens), P17405 | hit rate 0.006% among 340,000 | placental ASM, HMU-PC fluorogenic substrate, 60 min | AID 504937, 2011; further: potency means the concentration at half of the fitted maximal effect
# Target sequence (P17405 47-631 limits assumed): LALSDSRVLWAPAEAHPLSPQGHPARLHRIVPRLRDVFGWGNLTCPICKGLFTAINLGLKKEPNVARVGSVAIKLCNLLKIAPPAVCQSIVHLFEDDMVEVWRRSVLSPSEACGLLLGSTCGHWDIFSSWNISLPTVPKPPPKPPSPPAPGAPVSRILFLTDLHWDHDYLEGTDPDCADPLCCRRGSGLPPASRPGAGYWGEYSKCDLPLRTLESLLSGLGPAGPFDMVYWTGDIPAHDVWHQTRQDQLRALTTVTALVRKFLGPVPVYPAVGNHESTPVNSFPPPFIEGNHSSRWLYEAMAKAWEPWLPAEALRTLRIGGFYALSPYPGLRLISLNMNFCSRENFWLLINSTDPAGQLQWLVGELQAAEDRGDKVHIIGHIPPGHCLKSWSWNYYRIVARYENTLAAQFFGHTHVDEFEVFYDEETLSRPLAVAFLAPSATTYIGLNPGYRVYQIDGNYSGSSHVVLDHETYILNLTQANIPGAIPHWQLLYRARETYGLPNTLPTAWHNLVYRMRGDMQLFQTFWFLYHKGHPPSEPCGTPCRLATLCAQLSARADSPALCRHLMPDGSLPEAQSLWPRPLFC
#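 Steps: dispense placental human ASM, pin compound, wait 10 min at room temperature, add HMU-PC0 substrate at 9 uM final, incubate 60 min at 37 °C, add stop solution raising pH to 10, read fluorescence.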
# Menin MLL FP TR: qHTS Assay for Inhibitors Targeting the Menin-MLL Interaction in MLL Related Leukemias: Competition With Texas Red Labeled MLL-derived Mutant Peptide; Potency, µM (doses to about 61.6 µM), for the others: at the highest dose FP activity change, negative = inhibition, most hits filed as inhibitors; Menin + Texas Red MLL mutant peptide, fluorescence polarization; hit rate 0.23% among 270,000; AID 1768, 2009; O00255; active means well fitted inhibition curve with a large enough effect in the polarisation, with a control signal flat, not every such curve was filed as active; inconclusive means small, poorly fitted or top-dose-only effect, or effect the other way, or a change in a side signal; inactive means no such curve, though single readings can be large or run the other way; the % refers to the polarisation; further: potency means the concentration at half of the fitted maximal effect; % of control where 0% means no effect; many of its hits are not listed in these tables
# TSHR antag: Antagonists of the Thyroid Stimulating Hormone Receptor: HTS campaign. AID 504810, 2011. TSHR-expressing cells, TSH-stimulated cAMP HTRF, 2 h; hits give low values. hit rate 0.2% among 330,000. activity change, negative = inhibition, % at 11.5 µM;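 active means activity change below a set negative limit, meaning inhibition stronger than a set level, cut at about -70% in these data; inconclusive means activity change between two set negative limits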; further: on the % scale 0 is the no-effect control and ±100 the full control effect
#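 TSHR-expressing cells, 200/well, pre-treated with compound, then stimulated with EC80 TSH (4nM final) for 2 hours at 37 deg C. cAMP measured by competitive HTRF: anti-cAMP cryptate antibody in lysis buffer plus cAMP-d2, read after 30 minutes at room temperature.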
# * = called active by the depositor; u = inconclusive; x = not tested or not shown; [ ] = another dose, or the depositor's remark. Unless noted, the call rests on the fitted dose curve; in most records, active means well fitted curve in the direction sought with a large enough effect; inconclusive means small, poorly fitted or top-dose-only effect, or another doubt; inactive means no such curve, though single readings can be large; an effect the other way counts as inactive or inconclusive. This is a subset. The share of hits here may be higher or lower than overall.
SMILES,MLL CXXC-DNA inh,AT treatment,Integrin act MD,TSG101-PTAP inh,TCR activator,MBNL1 CUG block,Mito fusion act,S-ASM inh,Menin MLL FP TR,TSHR antag
CCn1c(SCC(=O)Nc2cccnc2Cl)nnc1-c1ccccc1,2%,-5%,6%,0%,2%[46.1 µM],11%,-5%,8%,u,6
Cc1cc(S(=O)(=O)N2CCCCC2)c(C)s1,-30%,6%,11%,-3%,4%,-6%,5%,1%,7%,2
COc1cc2c(cc1OC)C(C(=O)NCCN1CCOCC1)C1c3ccccc3CCN1C2=O (stereo not drawn),3%,8%,16%,-1%,-1%,6%,-1%,11%,-1%,1
COCCOC(=O)c1[nH]c2c(c1C)C(=O)CC(c1ccc(F)cc1)C2 (stereo not drawn),-2%,9%,-14%,-2%,-2%,15%,4%,2%,-3%[11.7 µM],-11
Cc1ccc(-c2nc3ccc(C(=O)O)cc3nc2-c2ccc(C)cc2)cc1,-12%,6%,13%,-3%,-2%,-3%,14%,436%[activator],-18%,u
CCN1CCN(C(=O)c2ccc(Sc3ccccc3Cl)c([N+](=O)[O-])c2)CC1,1%,7%,-24%,-1%,3%[46.1 µM],u,0%,-1%,-12%,6
COc1cccc(C(=O)Nc2ccc(S(=O)(=O)Nc3nccc(C)n3)cc2)c1,-10%,5%,15%,-2%,3%[46.1 µM],5%,-4%,10%,7%,2
CCCN=C1N/C(=C\c2ccco2)C(=O)N1c1ccccc1,0%,-5%,13%,0%,2%,8%,-5%,205%[activator],-23%,9
Cc1cccc(-c2nc3ccccc3c(=O)n2NC(=O)c2cccnc2Cl)c1,6%,-1%,24%,-6%,-1%,x,-4%,-1%,1%,6
CCOc1cc(Cl)c(NC(C)=O)cc1OCC,-3%,9%,23%,-2%,-3%[46.1 µM],-2%,-4%,6%,16%,9
Cc1cc(C)n(CC(=O)NNC(=O)COc2ccc(F)cc2Br)n1,x,-5%,-27%,-4%,x,x,1%,0%,x,14
O=C(C1=C[C@@H](c2ccc(C(F)(F)F)cc2)C[C@@H](OCc2ccc(CO)cc2)O1)N1CCN(Cc2ccccc2)CC1,9%,10%,-4%,-2%,2%,12%,-3%,-6%,u,-9
Cc1ccc2nc(-c3ccc(SCC(=O)Nc4cc(C)on4)nc3)[nH]c2c1,-2%,0%,21%,-2%,-4%,24%,4%,1%,12%,-1
O=C(NCCCl)C1Cc2c(ccc3ccccc23)O1 (stereo not drawn),36%[activator],1%,9%,1%,-5%,7%,-5%,6%,2%,-3
COC(=O)c1cc(S(=O)(=O)N2CCN(c3ccc(C(C)=O)cc3)CC2)c[nH]1,16%,-5%,7%,-3%,1%,94%[activator],0%,1%,x,-2
Cc1c(C(C)C[C@H](C)O)oc(=O)c2c1Oc1c(C)c(C(C)C[C@H](C)O)oc(=O)c1C2 (stereo partly drawn),x,4%,-26%,-5%,-4%,x,-2%,0%,x,44
Cc1ccc(N(CC(=O)NCCc2ccccc2)S(=O)(=O)c2c(C)noc2C)cc1,-2%,-1%,27%,-7%,0%,-4%,5%,-1%,-10%,-14
CCOC(=O)c1sc(NC(=O)c2ccc(CC)s2)nc1C,14%,-18%,24%,-2%,-3%,12%,1%,-3%,-7%,-3
CCc1c(C)c2cc(Cl)c(O)c(CN3CCCC3)c2oc1=O,7%,26%,13%,1%,-7%,45%[activator],-12%,x,2%,6
OC1(c2cccnc2)CCN(Cc2nnnn2Cc2ccccc2)CC1,-1%,1%,u,1%,3%,-5%,0%,1%,5%,3
CC(=O)Nc1ccc(S(=O)(=O)NCc2cccnc2)cc1,1%,1%,0%,1%,-3%[46.1 µM],-17%,-3%,4%,0%,13
Cc1cc(=O)oc(C)c1C(=O)Nc1cccnc1Cl,4%,-4%,-6%,2%,1%,x,-1%,0%,x,-2
C=CCc1ccccc1OCC(O)CN(CC)CC (stereo not drawn),15%,1%,-37%,-8%,-4%,-2%,0%,2%,1%,-1
COC(=O)CN1C(=S)N(C)C(=O)/C1=C/c1cccs1,9%,-2%,-19%,-6%,-5%,-2%,1%,-1%,2%,-8
COc1ccc(OCCCC(=O)Nc2nnc(C3CCCO3)s2)cc1 (stereo not drawn),5%,-6%,-16%,-2%,4%,-6%,0%,-1%,4%,-3
COc1ccc(/C=C/C(=O)O)cc1S(=O)(=O)N1CCC(Cc2ccccc2)CC1,-2%,1%,10%,-3%,-23%,10%,1%,-4%,x,-11
O=C(NCCSCc1ccco1)c1ccc(CN2CCOCC2)cc1,6%,x,-5%,-7%,5%,-11%,2%,-2%,-1%,-3
Cn1ccnc1C(=O)c1cc(SCC(=O)NC2CC2)nc2ccccc12,-5%,1%,8%,2%,-7%,20%,5%,-3%,-9%,11
Cc1ccc(/S(C)=N/S(=O)(=O)c2ccc(C)cc2)cc1 (stereo not drawn),-1%,7%,11%,-3%,-8%,7%,2%,0%,12%,4
COC(=O)C1(CCSC)NC(c2ccccc2F)C2C(=O)N(c3ccc4c(c3)OCCO4)C(=O)C21 (stereo not drawn),-3%,1%,-1%,-4%,0%,-3%,9%,4%,5%,-8
COC(=O)C(NC(=O)CN1C(=O)c2ccccc2C1=O)c1ccc(O)c(OC)c1 (stereo not drawn),-7%,2%,-20%,-1%,-2%,15%,-5%,-1%,0%,34
CCN(CC)S(=O)(=O)c1cc(NC(=O)[C@@H](NC(N)=O)C(C)C)ccc1C,16%,3%,-13%,0%,-25%,3%,3%,-1%,8%,-8
CC(C)CNC(=O)C1CCN(c2ccc(S(=O)(=O)N3CCOCC3)cc2)CC1,-1%,3%,-1%,-6%,-3%,-17%,-4%,2%,13%,-77*
O=C(NNC(=O)C1CC=CCC1)c1ccccc1O (stereo not drawn),-11%,12%,-28%,0%,3%,-3%,3%,2%,12%,-11
CCC1=NN2C(=N)/C(=C/c3ccc(OS(=O)(=O)c4ccccc4)c(OC)c3)C(=O)N=C2S1,-28%,-2%,-23%,-6%,5%,2%,1%,-3%,39%[activator],-8
CCOc1cc(C(=O)OC(C)C(=O)Nc2ccc(S(N)(=O)=O)cc2)ccc1OCC(=O)N1CCOCC1 (stereo not drawn),x,4%,-6%,-11%,-4%,x,-1%,3%,x,1
Cc1cc(NC(=O)C2CC2)ncc1NC(=O)c1ccccn1,3%,-4%,-24%,-10%,-6%,12%,-1%,5%,13%,-4
Cc1ccc(CCC(=O)Nc2nccs2)o1,5%,-6%,19%,-1%,-93%,-11%,-1%,0%,-9%,8
O=C1NC2(CCCCC2)NN1c1ccccc1,9%,x,20%,-3%,2%,3%,-9%,3%,-15%,x
COc1ccc(C2c3c(oc4ccccc4c3=O)C(=O)N2Cc2ccncc2)cc1 (stereo not drawn),-1%,3%,x,x,x,-9%,5%,x,u,-1
CC(C)OC(=O)C(C#N)c1nc2ccccc2nc1N1CCN(Cc2ccc3c(c2)OCO3)CC1 (stereo not drawn),6%,-3%,x,x,x,6%,0%,x,-10%,15
Cc1cccc2cc(C#N)c(NCc3ccccc3)nc12,-5%,0%,-19%,-2%,9%,7%,-2%,449%[activator],4%,7
CC(OC(=O)Cn1c(C(F)(F)F)nc2ccccc21)C(=O)N1CCCc2ccccc21 (stereo not drawn),4%,5%,18%,0%,2%,3%,2%,1%,-5%,-14
CCCCc1cn(C[C@H]2CC[C@@H]([C@@H]3CC[C@H](Cn4cc(CCCC)nn4)O3)O2)nn1,1%,-15%,12%,-2%,-5%,-5%,5%,-7%,-18%,59
